Growth percent in the NCI-60 one-dose screen (48 h, 10 µM unless noted): 100 = growth as untreated, 0 = no growth, -100 = all killed.
HL-60(TB) = HL-60(TB) leukemia cells. 78,000 tested, 9% active. AID 1794776; active = growth percent below 10
Starred values were filed as active, the others as inactive; [ ] = dose if it differs, or a comment. A portion of the library; the hit share may differ from the screen's.

mol | HL-60(TB)
CC(C)(C)C1=CC(=O)C=C(C(C)(C)C)C1=O | 88
O=C(/C=C/c1ccc2c(c1)OCO2)/C=C/c1ccc2c(c1)OCO2 | 95
CC1(C)OC(=O)CC(=O)O1 | 91
Cc1ccc(S(=O)(=O)N=S(CCCl)CCCl)cc1 | 87
CC(=O)C(C(C)=O)C(c1ccccc1)C(C(C)=O)C(C)=O | 98
Cc1cccc(Cc2ccccc2C(=O)c2ccc3ccccc3c2)c1 | 99
Cc1ccc2c(n1)C(=O)C(Cl)=C(Nc1cccc(C(C)C)c1)C2=O | 10
Nc1c(-c2nnc(-c3ccccc3)o2)nnn1-c1ccccc1 | 94
CCOC(=O)c1cn2ncnc(Oc3ccc(NC(=O)NCCN(C)C)c(Cl)c3)c2c1C | 99
COc1ccc(-c2cc(/C=C3\C(=O)Nc4ccc(Cl)cc43)[nH]n2)cc1OC | 60
CCOC(=O)NN(C(=O)OCC)c1cc(C)c(N(NC(=O)OCC)C(=O)OCC)cc1C | 86
O=C1Nc2ccccc2/C1=N/N1C(=O)CNC1=O | 109
O=c1oc(-c2ccc(S(=O)(=O)NCc3ccccc3)cc2)cc2ccccc12 | 98
CCCCN1CCN(c2ccc3nc(-c4ccc5nc(-c6ccc(C(F)(F)F)cc6)[nH]c5c4)[nH]c3c2)CC1 | -59*
NC(=Nc1ccccc1)c1ccc2[nH]c3c(c2c1)CCCC3 | 92
COc1ccc(/C=N/Nc2c3ccccc3nc3ccccc23)cc1 | 93
O=C(/C=C/C(=O)c1ccccc1)c1ccccc1 | 57
COC(OC)C1(c2ccccc2)NC(=O)NC1=O (stereo unspecified) | 122
Nc1nc(-c2ccccc2Cl)nn1-c1nc2ccccc2s1 | 109
Clc1ccc(N2N=C(c3cccc(Nc4ccncc4)c3)CC2c2ccc3c(c2)OCO3)cc1 (stereo unspecified) | 23
CNS(=O)(=O)Oc1ccc(NC(=O)C23CC4CC(CC(C4)C2)C3)cc1 | 96
C[C@H]1[C@@H](CC(=O)N[C@@H](Cc2coc3ccccc23)B(O)O)O[C@@H]2OC3(C)CC[C@H]4[C@H](C)CC[C@@H]1[C@@]24OO3 | -4.7*
Cc1ccccc1-n1c(C)nc2cc(N3C(=O)CSC3c3ccccc3)ccc2c1=O (stereo unspecified) | 67
O=C(NCc1cccnc1)c1ccc(NS(=O)(=O)c2ccc3c(c2)OCCCO3)cc1 | 101

4 entries from above, reformatted.
O=C(/C=C/C(=O)c1ccccc1)c1ccccc1
  HL-60(TB) = 57

CNS(=O)(=O)Oc1ccc(NC(=O)C23CC4CC(CC(C4)C2)C3)cc1
  HL-60(TB) = 96

Cc1ccccc1-n1c(C)nc2cc(N3C(=O)CSC3c3ccccc3)ccc2c1=O (stereo unspecified)
  HL-60(TB) = 67

Nc1nc(-c2ccccc2Cl)nn1-c1nc2ccccc2s1
  HL-60(TB) = 109

The list goes on:
mol | HL-60(TB)
Cn1c(=O)c2c(c3ccccc31)OC(C)(C)C=C2 | 105
CCC(=O)c1cc(C(=O)CC)n2ccc3ccccc3c12 | 98
Clc1ccc2c(c1)CCc1cccnc1C2=C1CCNCC1 | 93
CC(=O)NNC(=O)c1sc(NC(C)=O)nc1C | 101
N#[N+]c1nc2nc(N)[nH]c(=O)c2[nH]1 | 100
Cc1nc(-c2ccc(OCC(C)C)c(C#N)c2)sc1C(=O)O | 119
CCN(CC)CCCCC(C)Nc1ccnc2cc(Cl)ccc12 (stereo unspecified) | 94
ClCc1nc2ccccc2[nH]1 | 93
CCCNc1nc2ccccc2c2c(=O)c3ccccc3sc12 | 99
N#Cc1nn(-c2cc(=O)[nH]c3ccccc23)c(N)c1C#N | 86
C=C1CC[C@@H]2[C@]3(C)COC(c4ccco4)O[C@@H]3CC[C@@]2(C)[C@@H]1CC(O)C1=CCOC1=O (stereo partly specified) | 88
COc1ccc(C(C)=O)cc1N1C(=O)C2C(C1=O)C1(c3ccccc3)C(=O)C2(c2ccccc2)C(c2ccc(C)cc2)=C1c1ccc(C)cc1 (stereo unspecified) | 17
COc1ccc(C(=O)c2nccc3cc(OC)c(OC)cc23)cc1OC | 102
N#Cc1c(-c2ccco2)nc2c(c(-c3ccccc3)nn2-c2ccccc2)c1-c1ccc2c(c1)OCO2 | 121
N=c1n(CCN2CCCCC2)c2ccccc2n1CC(O)c1cccc(Br)c1 (stereo unspecified) | 104
CC12c3ccccc3C(C)(C3C=CC=CC31)C(NS(=O)(=O)c1ccccc1)C2O (stereo unspecified) | 100
Oc1[nH]c2ccc(Cl)cc2c1/C=c1/ccc2c(c1)N=C(c1cccs1)N=2 | 98
O=C1c2cccc3cccc(c23)C(=O)N1N1C(=O)c2cccc3c(N4CCN(c5ccccc5)CC4)ccc(c23)C1=O | 101
O=C(NNc1nc2ccccc2nc1/C=C/c1cccc([N+](=O)[O-])c1)Nc1cccc(Cl)c1 | 102
CN1c2ccccc2C(C)(C)C12C=Cc1cc(O)ccc1O2 (stereo unspecified) | -30*
CCN(CC)CCCNc1cccc2ccc(N)nc12 | 98
COc1ccc(-n2cnc3cc(C(=O)N4CCCCC4)ccc32)cc1 | 105
Oc1ccccc1-c1nc2c(n1-c1ccccc1)-c1cccc3cccc-2c13 | 101
CC(=O)OC1CCCCC1c1ccccc1 (stereo unspecified) | 82

Gathered by group: those above containing a furan ring, fused or not
mol | HL-60(TB)
C[C@H]1[C@@H](CC(=O)N[C@@H](Cc2coc3ccccc23)B(O)O)O[C@@H]2OC3(C)CC[C@H]4[C@H](C)CC[C@@H]1[C@@]24OO3 | -4.7*
C=C1CC[C@@H]2[C@]3(C)COC(c4ccco4)O[C@@H]3CC[C@@]2(C)[C@@H]1CC(O)C1=CCOC1=O (stereo partly specified) | 88
N#Cc1c(-c2ccco2)nc2c(c(-c3ccccc3)nn2-c2ccccc2)c1-c1ccc2c(c1)OCO2 | 121

Remaining list, next part
mol | HL-60(TB)
Nc1ccc(-c2cccs2)cc1NC(=O)c1ccc(CCCC(=O)Nc2ccc(C3CC3N)cc2)cc1 (stereo unspecified) | 66
CC1(C)C/C(=C\c2ccc(Cl)cc2)C(=O)c2ccccc21 | 107
CCc1cccc2c1S/C(=C/c1ccc(F)cc1)C2=O | 87
O=C1NC(=S)S/C1=C\c1cc(Cl)ccc1Cl | 77
CN(C)c1ccc(C(=C2C=CC(=[N+](C)C)C=C2)c2ccc(N(C)C)cc2)cc1 (tested in a mixture with another compound) | -51*
COc1cccc(C(Cc2ccccc2)NCC(C)O)c1OC (stereo unspecified) | 73
Oc1c(Cl)cc(Cl)cc1C=NCC1CCC(CN=Cc2cc(Cl)cc(Cl)c2O)CC1 (stereo unspecified) | 74
O=C(O)C(c1ccccc1)S(=O)(=O)C(C(=O)O)c1ccccc1 (stereo unspecified) | 94
COC(=O)[C@@H](OC(=O)NS(=O)(=O)N(c1ccc(F)cc1)C1CCN(Cc2ccc(F)cc2)CC1)C(C)C | 107
CO[C@]12C=C/C(=C(/C(=O)OCc3cccnc3)C(=O)CCCCCCCC[C@]3(OC)C=C/C(=C(/C(=O)OCc4cccnc4)C(=O)CCCCCCCC1)O3)O2 | -29*
NS(=O)(=O)c1ccc(NC(=O)CSc2nc3ccccc3c(=O)n2-c2ccc(S(=O)(=O)Nc3ccc(Cl)nn3)cc2)cc1 | 111
C/C(=N\NC(=O)Nc1ccc(Cl)cc1)c1nnn(-c2ccc([N+](=O)[O-])cc2)c1C | 102
Cc1ccc(C(=O)N/N=C/c2ccc3c(c2)OCO3)cc1 | 90
C(=C\c1c[nH]c2ccccc12)/c1nccc2ccccc12 | 56
COc1ccc(-c2cc(-c3nc4cc(Cl)c(Cl)cc4[nH]3)[nH]n2)cc1 | 45
CCCCN(CCCC)CCCNc1c2c(nc3c(OC)cccc13)CCCC2 | 86
Cc1ccccc1-c1ccccc1 | 106
COc1cc(C#Cc2ccc(=O)oc2C#Cc2ccccc2)cc(OC)c1OC | 34
O=C1C(=O)N(c2nc3ccc(F)cc3s2)C(c2cccnc2)/C1=C(/O)c1ccc2c(c1)OCCO2 (stereo unspecified) | 90
O=C(NCc1ccccc1)c1cccc(Cl)c1 | 96
Cc1ccc2nc(-c3ccc(N4C(=O)/C(=C/c5ccccc5Cl)N=C4c4ccccc4)cc3)sc2c1 | 66
CSc1nc(-c2ccc(C)cc2)[nH]c1S(=O)(=O)c1ccccc1 | 92
CCCC(=O)Nc1ccc(OCC(O)CNC(C)C)c(C(C)=O)c1 (stereo unspecified) | 103
CCOC(=O)C(=Cc1ccco1)C(=O)OCC | 108
CC(C)(C)OC(=O)Nc1ccc2c(c1)C(NC(=O)Nc1cccc(C#N)c1)CC(C)(C)O2 (stereo unspecified) | 5.4*
CCNC(=O)N1CCN(C(=O)NCC)CC1 | 103
COc1cc(CNC(=O)Cc2ccccc2)ccc1OCc1cn(-c2ccc(C#N)cc2)nn1 | 112
CCCCCCCCCCCCCC[n+]1ccc(C(N)=O)cc1 | -51*
CS(=O)(=O)c1ccc([C@@H](O)[C@H](CF)NC(=O)C(Cl)Cl)cc1 | 101
O=C(CCc1nnc2sc(/C=C/c3ccccc3)nn12)c1nc2ncccc2[nH]1 | 101
COc1ccc(C(=O)c2oc3nc(-c4cccnc4)cc(-c4ccc(OC)c(OC)c4)c3c2N)cc1 | 101
O=C(N/N=C/c1cccc([N+](=O)[O-])c1)c1ccc(Br)o1 | 103
C/C=C(/C(=O)NC(N)=O)C(C)C | 91
O=C1Nc2ccccc2SC1c1ccccc1Cl (stereo unspecified) | 71
NC1N=C(SCC(=O)N2CCN(c3cc4c(cc3F)c(=O)c(C(=O)O)cn4C3CC3)CC2)NC(=O)/C1=C/c1ccccc1 (stereo unspecified) | 100
CC(CO)(CO)C(=O)O | 108
O=C(Nc1ccc(O)cc1)c1ccccc1O | 88
O=C(Oc1ccc(Br)cc1)c1ccccc1C(=O)c1ccccc1 | 75
COc1ccc(C2=Nc3c(C)nn(-c4ccccc4)c3NC(c3ccc(Oc4nc5c(c(=O)n(C)c(=O)n5C)n4C)c(OC)c3)C2)cc1 (stereo unspecified) | 110
N#Cc1nc(-c2cc3cccc(Br)c3oc2=O)oc1NCCO | 104
CC/C(N)=C\C(=O)c1ccccc1 | 95
O=CC(OC(=O)c1ccccc1)C(OC(=O)c1ccccc1)C(COC(c1ccccc1)(c1ccccc1)c1ccccc1)OC(=O)c1ccccc1 (stereo unspecified) | -12*
CN(C)CCn1c2ccc(Br)cc2c2nc3ccccc3nc21 | 26
NC1=C(O)C(=O)C(c2ccc3c(c2)CCC3)O1 (stereo unspecified) | 118
COc1ccc(-n2/c(=N/C(=S)N(C)C)ss/c2=N\C(=S)N(C)C)cc1 | 100
COc1cc(-c2nc3c(c(C)nn3-c3ccc(F)cc3)c(=O)[nH]2)cc(OC)c1OC | 90
NN1C(=O)c2ccc3c4c(ccc(c24)C1=O)CC3 | 112
O=c1[nH]c2ccccc2cc1CSc1ccc(Nc2nccc(-c3ccc(C(F)(F)F)cc3)n2)cc1 | 70
N=C(N)N=Nc1ccc(O)cc1 | 69[100 µM]
CCN(CC)c1ccc2nc3c4ccccc4c(=NC(=O)c4ccccc4-c4c5ccc(N(CC)CC)cc5[o+]c5cc(N(CC)CC)ccc45)cc-3oc2c1 | -70*
COc1ccc(C2C3=C(CC(C)(C)CC3=O)Nc3cc4c(cc32)OCO4)cc1 (stereo unspecified) | 95
Cc1nc(N)sc1C | 97
COc1cc(C(=O)c2c(-c3ccccc3)oc3c(OC)cccc23)cc(OC)c1O | 3.3*
NS(=O)(=O)c1cccc(Nc2nc(SCC(=O)c3ccc(F)cc3)nc3ccccc23)c1 | 6.9*
Nc1nc2c(-c3ccc([N+](=O)[O-])cc3)nnn2c2cccc(Cl)c12 | 109
CC(=O)Nc1ccc(/C=N\NC(=O)C2CC2)cc1 | 91
COc1cc(/C=C/C(=O)c2sc(N)nc2C)ccc1OCC(=O)O | 100
C=C(C)[C@@H]1CC[C@]2(C(=O)O)CC[C@]3(C)[C@H](CC[C@@H]4[C@@]5(C)C[C@@H](CC#Cc6ccc(F)cc6)[C@H](O)C(C)(C)[C@@H]5CC[C@]43C)[C@@H]12 | 45
N#C/C(=C/c1cccs1)c1nnc(NC(=O)c2ccc(-n3c(=O)[nH]c4ccccc4c3=O)cc2)s1 | 101
Cc1cc2c(C(C)C)c(O)c(O)c(C=Nc3cccc(C(F)(F)F)c3)c2c(O)c1-c1c(C)cc2c(C(C)C)c(O)c(O)c(C=Nc3cccc(C(F)(F)F)c3)c2c1O | 65

Continued:
mol | HL-60(TB)
C=CCC(O)C=C (stereo unspecified) | 101
O=C(O)CCSC(=S)Nc1ccccc1 | 105
CCOC(=O)C(c1c(O)c2ccccc2oc1=O)c1c(O)c2ccccc2oc1=O | 102
FC(F)(F)c1cc2n(n1)-c1ncccc1Oc1ccccc1-2 | 96
COc1ccc(-c2nc(-c3ccccc3)c(-c3ccccc3)n2CCc2ccc(S(N)(=O)=O)cc2)cc1O | 103
NC1=Cc2n(c(=O)c3ccccc3[n+]2-c2ccccc2)C1 | 104
COc1ccc(/C=C/C(=O)c2cccc(OCC(=O)O)c2)cc1OC | 88
CC[C@]12C=CCN3CC[C@@]4(c5ccc(OC)cc5N(C)[C@H]4[C@@](O)(C(=O)OC)[C@@H]1OC(=O)CCCC[P+](C1CCCCC1)(C1CCCCC1)C1CCCCC1)[C@@H]32 | -37*
O=C(O)CNCNc1ccc(S(=O)(=O)c2ccc(NCNCC(=O)O)cc2)cc1 | 92
O=C(Nc1ccc(C(=O)O)c(O)c1)Oc1ccccc1 | 84
O=C(CCn1cnc2c(cc(-c3ccccc3)n2-c2ccccc2)c1=O)Nc1ccc(F)cc1 | 87
CC(C)Nc1ccc(Nc2ccccc2)cc1 | 69
CN(C)c1nc(NCCNS(=O)(=O)c2ccc(C3=Nc4c(N)nc(N)nc4NC(c4ccccc4)C3)cc2)nc(Nc2ccc(F)cc2)n1 (stereo unspecified) | -6.8*
CCN(CC)Cc1cccc(C(=O)OC)c1 | 83
